POLI inh: qHTS for Inhibitors of Polymerase Iota; DNA polymerase iota (Homo sapiens), Q9UNA4; AID 588590, 2011; hit rate 1% among 390,000; Pol iota fluorescent replication assay, 10 min; Potency, µM (series often up to 115 µM), inactives show at the highest dose activity, negative = inhibition, actives largely listed as inhibitors
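Pol iota at 10 nM preincubated 15 min with compounds at room temperature; reaction started with fluorescent substrate, 50 nM final. Fluorescence read kinetically at 0 and 10 min; buffer-only wells as negative control.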
BLM helicase inh: qHTS Assay for Inhibitors of Bloom's syndrome helicase (BLM); RecQ-like DNA helicase BLM (Homo sapiens), P54132; recombinant BLM DNA unwinding, fluorescence dequenching; Potency, µM (series often up to 56.1 µM), inactives show top-dose activity change, negative = inhibition, hits mostly inhibitors; hit rate 0.2% among 350,000; AID 2528, 2010;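 also: plate controls were vehicle for no effect and no enzyme for full effect; nearly all actives have a fitted effect of over 35% in size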
G9a block: qHTS Assay for Inhibitors of Histone Lysine Methyltransferase G9a; hit rate 8.8% among 350,000; G9a H3K9 monomethylation, AlphaScreen, 2 h; Histone-lysine N-methyltransferase EHMT2 (Homo sapiens), Q96KQ7; Potency, µM (doses to about 102 µM), inactives show top-dose activity, negative = inhibition, most hits filed as inhibitors; also: % is scaled to controls: 0 for no effect and ±100 for the full control effect; nearly all actives have a fitted effect of over 75% in size
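Quantitative HTS format: methyltransferase activity on a biotin-tagged H3K9 peptide is measured by AlphaScreen, using a rabbit anti-monomethyl-H3K9 antibody with streptavidin donor and anti-IgG acceptor beads. Final levels are 20 nM enzyme, 500 nM peptide, 20 uM SAM; 2 h RT.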
POLH inh: qHTS for Inhibitors of Polymerase Eta; recombinant Pol eta, fluorescent DNA replication assay; Potency, µM (titrated, usually from 114 µM), for the others: at the top dose activity change, negative = inhibition, most hits filed as inhibitors; DNA polymerase eta (Homo sapiens), Q9Y253; hit rate 1.2% among 390,000; also: % is scaled to controls: 0 for no effect and ±100 for the full control effect
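Fluorescent replication assay: 50 nM final substrate added after a 15 min room-temperature compound preincubation with 10 nM enzyme. Signal taken at 0 min and again at 10 min.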
POLB inh: qHTS Assay for Inhibitors of DNA Polymerase Beta | P06746 | Pol beta primer extension/strand displacement, fluorescence kinetic | Potency, µM (doses to about 114 µM), without a hit: top-dose activity change, negative = inhibition, usual class: inhibitors | hit rate 1.3% among 340,000 | AID 485314, 2010; also: % is scaled to controls: 0 for no effect and ±100 for the full control effect
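Preincubation: enzyme (10 nM) with compound, 15 min, RT. Reaction: substrate added to 50 nM final. Reads: 0 and 10 min. Analysis: normalized, Hill fit.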
Apoferritin bind: qHTS Assay for Identification of Novel General Anesthetics | Ferritin light chain (Equus caballus), P02791 | Potency, µM (titrated, usually from 77.5 µM), for the others: top-dose activity change, negative = displacement, usual class: inhibitors | hit rate 0.074% among 350,000 | AID 485281, 2010 | apoferritin/1-aminoanthracene competitive binding, fluorescence; also: % is scaled to controls: 0 for no effect and ±100 for the full control effect; nearly all actives have a fitted effect of over 20% in size
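10 uM apoferritin + 50% sat. 1-AMA, PBS; cpd 10 min RT; Ex380/Em535 endpoint; normalized to free probe vs complex; 4-param Hill fit; propofol titration as pos. ctrl.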
APEX1 inh: qHTS Assay for Inhibitors of the Human Apurinic/apyrimidinic Endonuclease 1 (APE1) | DNA repair nuclease/redox regulator APEX1 (Homo sapiens), P27695 | recombinant APE1, TAMRA/BHQ-2 abasic DNA cleavage fluorescence | Potency, µM (doses to about 65.8 µM), without a hit: top-dose activity change, negative = inhibition, most hits filed as inhibitors | hit rate 0.35% among 350,000 | AID 2517, 2012;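 also: plate controls were vehicle for no effect and reference inhibitor for full effect; nearly all actives have a fitted effect of over 55% in size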
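APE1 at 0.75 nM preincubated 15 min at room temperature with compound. Reaction then started with 50 nM double-stranded THF-abasic substrate labelled with TAMRA/BHQ-2, and 525/598 nm fluorescence read kinetically. Activity taken as third-minus-first read difference, normalized to DMSO and NSC13755 controls.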
BAZ2B inh: qHTS Assay for Inhibitors of BAZ2B; Bromodomain adjacent to zinc finger domain protein 2B (Homo sapiens), Q9UIF8; AlphaScreen BAZ2B-H3K14Ac peptide displacement; Potency, µM (titrated, usually from 114 µM), without a hit: at the highest dose activity change, negative = inhibition, most hits filed as inhibitors; hit rate 4.4% among 360,000; also: % is scaled to controls: 0 for no effect and ±100 for the full control effect; nearly all actives have a fitted effect of over 60% in size
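In this displacement format the biotinylated H3(5-23) peptide acetylated at Lys14 serves as ligand at 50 nM, with BAZ2B at 50 nM in PBS pH 7.4 containing 0.01% Tween-20. Donor and acceptor beads are 10 ug/mL final.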
Pol kappa inh: qHTS for Inhibitors of Polymerase Kappa | hit rate 0.53% among 400,000 | AID 588579, 2011 | purified Pol kappa, fluorescent DNA synthesis assay, 10 min | Potency, µM (series often up to 107 µM), without a hit: top-dose activity, negative = inhibition, actives largely listed as inhibitors | DNA polymerase kappa (Homo sapiens), Q9UBT6; also: % is scaled to controls: 0 for no effect and ±100 for the full control effect
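Kinetic fluorescence readout at 0 and 10 min followed reaction start with substrate at 50 nM final. Beforehand, enzyme (10 nM Pol kappa) stood 15 min with compound at room temperature; buffer-only wells were negative controls.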
Starred values were filed as active, the others as inactive; u = inconclusive; x = not tested or not shown; [ ] = dose if it differs, or a comment. Calls follow the shape of the dose curve; as a rule, active = well fitted curve in the direction sought with a large enough effect; inconclusive = small, poorly fitted or top-dose-only effect, or another doubt; inactive = no such curve, though single readings can be large; an effect the other way counts as inactive or inconclusive. Potency is read from the fitted curve at half-maximal effect.

item | smiles | POLI inh | BLM helicase inh | G9a block | POLH inh | POLB inh | Apoferritin bind | APEX1 inh | BAZ2B inh | Pol kappa inh
1 | CC(=O)c1ccc(NC(=S)Nc2cccc3ccccc23)cc1 | 46%[activator] | -9% | x | -21% | 65% | -16% | 3% | u | 5%
2 | CNS(=O)(=O)c1cnccc1N1CCN(c2cccc(C(F)(F)F)c2)CC1 | 7% | -8% | 11% | -14% | -3% | -21% | -3% | 9%[57.1 µM] | -8%
3 | COCCNCC(=O)N1CCCCCC1 | 187%[activator] | 4% | 8.9µM* | 4% | -1% | -3% | 4% | 50µM* | 0%
4 | CCN(CC)S(=O)(=O)c1ccc(NC(=O)c2cccs2)cc1 | 18% | -2% | 4% | 2% | 14% | -9% | -6% | -4% | -3%
5 | Cc1ccc(S(=O)(=O)NC(CC(C)C)C(=O)N2CCOCCOCCOCC2)cc1 (stereo not drawn) | 125%[activator] | 2% | 32%[activator] | -1% | 23% | 5% | -10% | 7% | -8%
6 | Cc1occc1-c1nnc(SCC(=O)N2CCCc3ccccc32)n1Cc1ccco1 | 7% | -2% | -25%[12.7 µM] | -10% | -7% | -14% | -7% | -38% | -4%
7 | O=C(Nc1ccc(F)cc1)N1CCOCC1 | 17% | -1% | 15%[2.33 µM] | 0% | -3% | -3% | -1% | 7% | -12%
8 | COc1ccc(OC)c(-n2c(-c3ccc(O)cc3O)n[nH]c2=S)c1 | u | -6% | x | 3% | -29% | 7% | -11% | -8% | -21%
9 | O=C(CNC(=O)c1cccc([N+](=O)[O-])c1)NC1CCCc2ccccc21 (stereo not drawn) | -22% | x | 3%[12.7 µM] | -8% | x | x | 8% | -7% | -13%
10 | CCOc1ccccc1C(=O)NCC(=O)Nc1ccc2c(c1)OCO2 | 0% | x | -9%[12.7 µM] | -6% | x | x | 2% | 7% | 1%
11 | Cc1ccc(Cl)cc1N1CCN(C(=O)Cn2nc(C)n3c(cc4sccc43)c2=O)CC1 | 0% | -5% | -24%[59 µM] | -6% | -2% | 5% | x | -3% | -4%
12 | COc1ccccc1N1CCN(C(=O)c2ccccc2Oc2ccccc2)CC1 | -11% | -2% | -50% | -19% | 0% | u | 7% | -7% | -1%
13 | CCOc1ccc(S(=O)(=O)N2CCN(C(=O)C3CC3C)CC2)cc1 (stereo not drawn) | -18% | x | x | -10% | x | x | 11% | x | 8%
14 | CC(C)OC(=O)c1sc2nc(-c3ccccc3)ccc2c1N | 2%[58.9 µM] | -3% | x | -14% | 12% | 1% | -1% | 5% | -17%
15 | Cc1cc(OC(C)C(=O)NCc2ccncc2)c2c(C)c(C)c(=O)oc2c1 (stereo not drawn) | 2% | -4% | 40% | -3% | 12% | 4% | -8% | -7% | -7%
16 | Cc1csc(NC(=O)C2CCCN(S(=O)(=O)c3ccc4c(c3)oc(=O)n4C)C2)n1 (stereo not drawn) | 11% | 3% | 4% | -14% | 28% | -13% | -8% | 1% | -1%
17 | Cn1cc(S(=O)(=O)N2CCN(C(=O)c3ccco3)CC2)c(=O)n(C)c1=O | 17% | 1% | u | -7% | -11% | -4% | 12% | -3% | 0%
18 | CC(=O)c1c(C)[nH]c(C(=O)OCc2c(F)cccc2Cl)c1C | 11% | -10% | 8% | 0% | -8% | -3% | -11% | -3% | 1%
19 | COC(=O)C(C)(C(=O)OC)c1ccc(C(F)(F)F)cc1[N+](=O)[O-] | 59%[activator] | -8% | 28%[12.7 µM] | 0% | -1% | -11% | 3% | -21% | -25%
20 | O=C(Nc1ccc(F)cc1F)c1cccc(C(=O)Nc2ccc(F)cc2F)n1 | 7% | -11% | x | -3% | 27% | -1% | 0% | -30% | -5%
21 | COc1cccc(NC(=O)CC(=O)c2ccccc2)c1 | 2% | -6% | 0% | 4% | 3% | 2% | 28% | -7% | -2%
22 | CC(CCc1ccccc1)NCc1cccc2ccccc12 (stereo not drawn) | 0% | -12% | u | -8% | -25% | -15% | 3% | 11%[0.457 µM] | -5%
23 | COc1cc2c(C#N)c(N3CCCCC3)nc(N)c2c(N)n1 | u | -15% | 11% | u | 10% | -3% | -7% | -1% | -10%
24 | Cc1ccc(C)c(N2CCN(C(=O)Cn3ncc4c([nH]c5ccc(C)cc54)c3=O)CC2)c1 | 17% | -1% | 71µM* | -8% | 83% | -9% | 31% | -11% | 2%
25 | COCc1cc(C)nc(OCC(=O)N/N=C/c2ccc(C)cc2)c1C#N | -5% | -6% | x | -8% | 3% | 4% | -2% | 4% | 16%
26 | Cc1cc(C)nc(CC(N)=O)n1 | 19% | 0% | -2%[12.7 µM] | -19% | 11% | 4% | 0% | 11% | -8%
27 | Cc1ccc(O)c(C(CC(=O)NCc2cccnc2)c2ccccc2)c1 (stereo not drawn) | 103%[activator] | -6% | 4% | -21% | 0% | -4% | -6% | -23% | 0%
28 | C#CCSc1nc2ccccc2n1C(=O)c1ccc(S(=O)(=O)N2CCCCC2)cc1 | 12% | 0% | 2%[59 µM] | -3% | -1% | -15% | -4% | -6% | -6%
29 | CSc1nsc(SC)c1C(=O)O | -15% | -1% | 45µM* | -10% | -3% | -6% | -1% | -4% | -8%
30 | COc1ccccc1NC(=O)CN(Cc1ccco1)C(=O)c1ccc(Cl)nc1 | -9% | 0% | 7% | 5% | 3% | 1% | 1% | -3% | -10%
31 | COc1cc(C(=O)Nc2nc(-c3cc(C)ccc3C)c(C)s2)ccc1OCC(=O)Nc1ccc(F)cc1 | 19% | 4% | 20%[59 µM] | -17% | 19% | 9% | 0% | -34% | -18%
32 | CCOC(=O)c1cnc2c(Cl)c(Cl)ccc2c1Nc1ccc(N(C)C)cc1 | 9% | -3% | u | -4% | u | 2% | x | -30% | 7%

An excerpt from above in order of their number in BLM helicase inh, highest first:
nr	compound	POLI inh	BLM helicase inh	G9a block	POLH inh	BAZ2B inh	Pol kappa inh
3	COCCNCC(=O)N1CCCCCC1	187%[activator]	4%	8.9µM*	4%	50µM*	0%
26	Cc1cc(C)nc(CC(N)=O)n1	19%	0%	-2%[12.7 µM]	-19%	11%	-8%
14	CC(C)OC(=O)c1sc2nc(-c3ccccc3)ccc2c1N	2%[58.9 µM]	-3%	x	-14%	5%	-17%
15	Cc1cc(OC(C)C(=O)NCc2ccncc2)c2c(C)c(C)c(=O)oc2c1 (stereo not drawn)	2%	-4%	40%	-3%	-7%	-7%
1	CC(=O)c1ccc(NC(=S)Nc2cccc3ccccc23)cc1	46%[activator]	-9%	x	-21%	u	5%
18	CC(=O)c1c(C)[nH]c(C(=O)OCc2c(F)cccc2Cl)c1C	11%	-10%	8%	0%	-3%	1%

Record cards, from the list above:
Listed for CSc1nsc(SC)c1C(=O)O = POLI inh = -15%; BLM helicase inh = -1%; G9a block = 45µM*; POLH inh = -10%; POLB inh = -3%; Apoferritin bind = -6%; APEX1 inh = -1%; BAZ2B inh = -4%; Pol kappa inh = -8%
Listed for C#CCSc1nc2ccccc2n1C(=O)c1ccc(S(=O)(=O)N2CCCCC2)cc1 = POLI inh = 12%; BLM helicase inh = 0%; G9a block = 2%[59 µM]; POLH inh = -3%; POLB inh = -1%; Apoferritin bind = -15%; APEX1 inh = -4%; BAZ2B inh = -6%; Pol kappa inh = -6%

(more compounds)
item | smiles | POLI inh | BLM helicase inh | G9a block | POLH inh | POLB inh | Apoferritin bind | APEX1 inh | BAZ2B inh | Pol kappa inh
33 | O=C(O)c1cccc(N2C(=O)CCC2=O)c1 | x | 2% | x | x | 39% | -7% | 5% | -32% | x
34 | Cc1cc(C)cc(NC(=O)c2cccc(C(=O)Nc3cc(C)cc(C)c3)c2)c1 | 10% | -2% | 2%[59 µM] | -13% | 10% | 6% | x | -1% | -1%
35 | Cc1cc(C)n(-c2nc(C)nc3sc4c(c23)CCC(C)C4)n1 (stereo not drawn) | 20% | -4% | -4%[12.7 µM] | -8% | 1% | 4% | -4% | 7% | -7%
36 | CCC(=O)Oc1ccc(C(=O)Nc2c[nH]c(=O)[nH]c2=O)cc1 | 2% | -1% | 22%[59 µM] | -4% | 6% | 36%[activator] | 5% | 7% | -4%
37 | O=C(COC(=O)c1cc(NS(=O)(=O)c2cccs2)ccc1O)Nc1cc(Cl)ccc1Cl | -42% | -10% | -31% | -13% | -27% | -20% | -7% | -27% | -18%
38 | Cc1cccc(C(=O)Nc2nnc(S(=O)(=O)N3CCCCCC3)s2)c1 | 6% | -4% | 0% | -7% | 3% | u | 10% | -1% | -9%
39 | COC(=O)c1ccc(CNC(=O)CSc2nc3ccccc3[nH]2)cc1 | 46%[activator] | -2% | 40µM* | -10% | 2% | -4% | 40%[activator] | -2% | -23%
40 | CCOc1ccc(CNC(=O)c2ccc3c(c2)nc2n3CCCCC2)cc1 | -4% | 0% | -6%[59 µM] | 2% | 2% | -5% | x | 4% | -6%[60.1 µM]
41 | CCc1sc(C(=O)N2CCc3ccccc32)cc1C | -12% | -6% | 182%[activator] | -17% | 2% | u | -4% | x | -6%
42 | Cc1cc(C(=O)NNC(=O)CCC2CCCCC2)c(C)o1 | 37% | -1% | -40% | -19% | 18% | -24% | -2% | u | 6%
43 | COc1ccccc1NC(=O)COC(=O)COc1cccc2c1OC(C)(C)C2 | 28% | x | -1%[59 µM] | -25% | x | x | 5% | 0% | 0%

Assay outcomes as filed in PubChem.

Only part of the results is shown (hit frequency here may not be typical).
